# SMN2 splice enh – increases expression of the SMN2 splice variant | Potency, µM (series often up to 46.1 µM), for inactives: at the top dose activity change, positive = activation, most hits filed as activators | AID 1458 | HEK293 SMN2-luciferase splicing reporter, luminescence, 30-36 h | 210,000 tested, 2.8% active; note: % of control where 0% means no effect; nearly all actives have a fitted effect of over 55% in size
#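 qHTS luciferase splicing reporter: luminescence rises when SMN2 exon 7 is included in transfected HEK293 cells. Compound exposure lasted 30-36 h at 37C, with 4.5 mM final sodium butyrate as control, followed by a ONE-Glo read.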
# HTT aggregate – reduces HttQ103-GFP aggregates in PC12 cells | PC12 HttQ103-GFP aggregates, Acumen cytometry, 40 h | Potency, µM (doses to about 46.1 µM), without a hit: at the highest dose activity change, negative = inhibition, usual class: inhibitors | 220,000 tested, 1.1% active | AID 1688; note: % is set by controls: 0 for no effect and ±100 for the full control effect; nearly all actives have a fitted effect of over 60% in size
#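 Multiplexed with ATP-based cell death, this channel scores GFP aggregates in PC12 cells expressing inducible HTTex1-Q103-GFP. Induction used 100 nM tebufenozide; compounds were tested in concentration series.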
# ALDH1A1 inh – ALDH1A1 (human) enzyme inhibition; P00352; Purified ALDH1A1, NADH fluorescence, propionaldehyde substrate; Potency, µM (series often up to 75.3 µM), for the others: at the highest dose activity, negative = inhibition, most hits filed as inhibitors; 220,000 tested, 7.3% active; active = well fitted inhibition curve with a large enough effect, not every such curve was filed as active; inconclusive = small, poorly fitted or top-dose-only effect, or another doubt; inactive = no such curve, though single readings can be large or run the other way;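 note: plate controls were no enzyme wells and a reference inhibitor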
# Target sequence (P00352 whole entry, looked up): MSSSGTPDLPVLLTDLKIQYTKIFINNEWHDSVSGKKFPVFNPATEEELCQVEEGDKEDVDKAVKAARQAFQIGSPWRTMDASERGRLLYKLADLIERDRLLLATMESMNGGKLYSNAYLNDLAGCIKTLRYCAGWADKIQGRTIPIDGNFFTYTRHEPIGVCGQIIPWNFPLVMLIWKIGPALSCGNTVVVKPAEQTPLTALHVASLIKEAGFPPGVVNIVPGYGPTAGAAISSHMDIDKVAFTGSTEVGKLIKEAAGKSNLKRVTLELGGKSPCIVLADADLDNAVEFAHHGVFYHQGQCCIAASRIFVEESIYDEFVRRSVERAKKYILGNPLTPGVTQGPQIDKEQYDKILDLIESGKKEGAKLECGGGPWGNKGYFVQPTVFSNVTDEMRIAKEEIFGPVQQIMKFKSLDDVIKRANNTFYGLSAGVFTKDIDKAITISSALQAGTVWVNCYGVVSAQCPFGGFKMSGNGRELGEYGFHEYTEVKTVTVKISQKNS
# HTT ATP protect – Huntington cell model cytoprotection by ATP luminescence | PC12 HTT-Q103 induced, cytoprotection, ATP luminescence, 40 h | Potency, µM (top dose mostly 56.4 µM), inactives show cytoprotection (ATP increase), actives largely listed as activators | 230,000 tested, 0.14% active | AID 1471;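 note: % of control where 0% means no effect; nearly all actives have a fitted effect of over 45% in size; toxic huntingtin expression switched on by the ecdysone agonist tebufenozide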
#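 PC12 cells with ecdysone-inducible HTT exon 1 Q103-GFP, induced with 100 nM tebufenozide and co-treated with library compounds in a dose series (1536-well, 1500 cells/well). Cytoprotection read as ATP content by ATPlite luminescence.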
# JMJD2E inh – inhibitors of human JMJD2E histone demethylase; B2RXH2; JMJD2E catalytic domain, FDH-coupled NADH fluorescence (FDH is formaldehyde dehydrogenase); Potency, µM (series often up to 57.1 µM), for the others: top-dose activity change, negative = inhibition, usual class: inhibitors; 230,000 tested, 1.6% active; active = well fitted inhibition curve with a large enough effect, not every such curve was filed as active; inconclusive = small, poorly fitted or top-dose-only effect, or another doubt; inactive = no such curve, though single readings can be large or run the other way;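 note: 0% = wells with enzyme and -100% = buffer wells without enzyme; nearly all actives have a fitted effect of over 50% in size; many of its hits are not listed in these tables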
# Target sequence (B2RXH2 1-337 limits assumed): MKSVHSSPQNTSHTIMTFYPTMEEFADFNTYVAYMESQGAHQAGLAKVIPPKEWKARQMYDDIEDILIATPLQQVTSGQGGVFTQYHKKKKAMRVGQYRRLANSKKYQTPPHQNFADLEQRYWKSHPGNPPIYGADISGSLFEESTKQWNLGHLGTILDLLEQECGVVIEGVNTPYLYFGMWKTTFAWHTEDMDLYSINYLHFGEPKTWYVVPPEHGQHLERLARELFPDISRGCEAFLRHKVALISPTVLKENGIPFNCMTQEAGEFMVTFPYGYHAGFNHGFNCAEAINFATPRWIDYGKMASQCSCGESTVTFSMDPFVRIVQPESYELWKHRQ
# Tau fibril FP – blocks human tau fibril formation measured by polarization; K18 P301L tau heparin fibrillization, Alexa594 FP, 6 h; Potency, µM (series often up to 57.7 µM), for the others: at the top dose activity, negative = inhibition, most hits filed as inhibitors; 280,000 tested, 0.39% active; AID 1468; note: % is set by controls: 0 for no effect and ±100 for the full control effect; nearly all actives have a fitted effect of over 55% in size
# Target sequence (P10636 561-689 P618L limits assumed): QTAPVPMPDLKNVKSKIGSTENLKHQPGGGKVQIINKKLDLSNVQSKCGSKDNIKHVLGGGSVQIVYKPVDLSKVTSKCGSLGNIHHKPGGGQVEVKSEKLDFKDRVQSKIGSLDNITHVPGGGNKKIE
#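 Steps: dispense K18 P301L tau (15 uM plus 0.24 uM Alexa 594 tracer, final) in pH 7 sodium acetate; add compound; add heparin (20 uM final); incubate 6 hr, 37 C; add ThT (30 uM final); after 1 hr ambient, read FP.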
# Tau ThT inhib – blocks human tau fibril formation measured by thioflavin T; P10636; recombinant tau K18 P301L, heparin-induced fibrillization, ThT fluorescence; Potency, µM (titrated, usually from 57.4 µM), without a hit: at the top dose activity, negative = inhibition, actives largely listed as inhibitors; 270,000 tested, 2.1% active; note: % is set by controls: 0 for no effect and ±100 for the full control effect; nearly all actives have a fitted effect of over 55% in size
#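 In this qHTS, human K18 P301L tau is incubated with compound and heparin for 6 hr at 37 C, and Thioflavin T fluorescence then reports fibril load.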
# Tau fluor counter – counter-screen for tau fibril formation inhibitors. 280,000 tested, 0.93% active. tau K18 P301L (four-repeat tau fragment) Alexa594 fluorescence, heparin fibrillization. Potency, µM (top dose mostly 57.7 µM), inactives show at the top dose activity change, negative = decrease; note: % is set by controls: 0 for no effect and ±100 for the full control effect; nearly all actives have a fitted effect of over 55% in size
#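 Human K18 P301L tau (15 uM unlabeled plus 0.24 uM Alexa 594-labeled, final) in 100 mM sodium acetate pH 7 was mixed with compound and 20 uM heparin and incubated 6 hr at 37 C.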
# * hit, by the source's call; u = inconclusive; x = not tested or not shown; & = joins results of further samples; [ ] = another dose, or the depositor's remark. Unless noted, calls come from the whole dose curve; as a rule, active = well fitted curve in the direction sought with a large enough effect; inconclusive = small, poorly fitted or top-dose-only effect, or another doubt; inactive = no such curve, though single readings can be large; an effect the other way counts as inactive or inconclusive. Potency is the fitted concentration of half-maximal effect. Only part of the results is shown; rates above refer to the full screens.
item	compound	SMN2 splice enh	HTT aggregate	ALDH1A1 inh	HTT ATP protect	JMJD2E inh	Tau fibril FP	Tau ThT inhib	Tau fluor counter
1	CCCCn1c(-c2ccco2)nc2ccccc2c1=O	-33.6%[inhibitor]	8.1%	u	-12.1%	0.8%	-14.6%	-11.9%	-17.8%
2	COc1ccc(CC(=O)Nc2ccc(-c3nnc(-c4ccccc4)o3)cc2)cc1	16.7%	2.9%	u	4.9%	u	6.3%	2.9%	6.2%
3	Cc1ccc(S(=O)(=O)C(C#N)c2nc3ccccc3nc2OC(C)C)cc1 (stereo unspecified)	-17.0%	0.0%	-9.5%	-1.2%	u	12.0%	-14.1%	-9.1%
4	CSc1nc(N)n2nc(C(C)(C)C)cc2n1	x	-8.5%[9.22 µM]	x	-19.3%[10 µM]	-2.0%	-0.9%	-10.4%	-16.9%
5	CCOC(=O)N1CCC(Nc2ccc(N3C(=O)C4CCCCC4C3=O)cc2[N+](=O)[O-])CC1 (stereo unspecified)	-39.4%[inhibitor]	7.4%	u	u	-1.2%	5.7%	u	-19.2%
6	COc1ccc(OCCCC(=O)Nc2ccc3c(c2)OCO3)cc1	-4.4%	-7.5%	u	-8.9%	3.5%	4.9%	u	-24.7%
7	Nc1ccc(Nc2ccccc2)c(Cl)c1	-3.6%	u	14.1µM*	-17.9%	-8.2%	7.7%	-17.5%	-28.9%
8	CCOc1ccc(Cc2noc3c2C(=O)CCC3)cc1OCC	-55.6%[inhibitor]	-5.5%	5.8%	-28.3%	1.1%	-5.7%	1.0%	-6.5%
9	CCc1ccc(C2C(C#N)=C(N)SC(N)=C2C#N)s1	-17.2%	-30.9%	u	-1.1%	u	u	14.1µM*	u
10	CC(=O)c1cccc(NC(=O)c2ccc(N(Cc3ccc(C)cc3)S(C)(=O)=O)cc2)c1	-14.9%	-8.9%	-1.6%	-72.4%[inhibitor]	-3.6%	-3.1%	-1.3%	u
11	CCOc1ccc(-c2nc(C#N)c(NCc3ccc4c(c3)OCO4)o2)cc1	u	19.2%	u	8.0%[10 µM]	u	1.3%	-4.6%	u
12	COc1cc(C(=O)N/N=C/c2sc(=O)n(-c3ccccc3)c2Cl)cc(OC)c1OC	-4.5%	u	u	-7.5%[10 µM]	3.9%	u	u	-29.7%
13	CCCc1nnc(NC(=O)CCC(=O)N2CCCCC2CC)s1 (stereo unspecified)	-4.4%	4.8%	-9.9%	0.4%	1.4%	-4.6%	-13.1%	-5.3%
14	COCCNC(=O)CN(c1cc(Cl)ccc1OC)S(=O)(=O)c1ccc(C)c([N+](=O)[O-])c1	-0.1%	x	-0.5%	x	-6.4%	3.5%	-7.0%	-12.1%
15	NC(Cc1cnc[nH]1)C(=O)Nc1ccc2ccccc2c1 (stereo unspecified)	12.6µM*	x	3.0%	x	16.2%	-0.5%	-5.8%	0.4%

# Reprinted from the part before: 3 entries, then new ones.
item	compound	SMN2 splice enh	HTT aggregate	ALDH1A1 inh	HTT ATP protect	JMJD2E inh	Tau fibril FP	Tau ThT inhib	Tau fluor counter
13	CCCc1nnc(NC(=O)CCC(=O)N2CCCCC2CC)s1 (stereo unspecified)	-4.4%	4.8%	-9.9%	0.4%	1.4%	-4.6%	-13.1%	-5.3%
14	COCCNC(=O)CN(c1cc(Cl)ccc1OC)S(=O)(=O)c1ccc(C)c([N+](=O)[O-])c1	-0.1%	x	-0.5%	x	-6.4%	3.5%	-7.0%	-12.1%
15	NC(Cc1cnc[nH]1)C(=O)Nc1ccc2ccccc2c1 (stereo unspecified)	12.6µM*	x	3.0%	x	16.2%	-0.5%	-5.8%	0.4%
16	Nc1nc(SCC(=O)Nc2cc(-c3ccccc3)nn2-c2ccccc2)n[nH]1	21.8%	-0.3%	10µM*	-29.7%	-5.3%	2.8%	-14.3%	-19.5%
17	CC(=O)NC1=C(NC2CCS(=O)(=O)C2)C(=O)c2ccccc2C1=O (stereo unspecified)	x	-9.6%	4.0%	-33.6%[10 µM]	7.7%	6.6%	11.9%	8.1%
18	OCCCn1c(-c2ccc(F)cc2)csc1=Nc1ccc(F)cc1	-26.5%	x	x	x	x	-3.5%	u	u
19	O=C(O)C1(P(=O)(c2ccccc2)c2ccccc2)CCCC1	x	-2.0%[9.22 µM]	x	12.5%[10 µM]	-8.6%	-3.6%	4.3%	-3.0%
20	Cc1ccccc1CNc1ncnc2c1ncn2C1OC(CO)C(O)C1O (stereo unspecified)	-20.3%	9.7%	-15.1%	24.6%	3.0%	-1.4%	-9.0%	-13.2%
21	COc1ccc(/C=C/C(=O)c2cccs2)c(OC)c1	x	x	u	u	u	6.0%	u	-10.9%
22	COc1ccc(-c2ccc(=O)n(CC(=O)NC3CCc4ccccc43)n2)cc1OC (stereo unspecified)	-1.9%	3.4%[9.22 µM]	-1.6%	9.5%[10 µM]	3.1%	u	-3.4%	-0.5%
23	COc1ccc(-c2ccccc2)cc1NCc1ccccc1C	-0.9%	1.9%	-38.5%	4.8%[10 µM]	u	4.5%	u	-24.8%
24	Cc1ccc(C(=O)Cn2cc([N+](=O)[O-])nc2C)cc1	x	9.9%[9.22 µM]	9.1%	8.3%[10 µM]	0.5%	-11.3%	-1.8%	-4.0%
25	O=S(=O)(N1CCCCCC1)N1CCN(S(=O)(=O)N2CCOCC2)CC1	-4.2%	-9.6%	-0.3%	7.8%[10 µM]	-0.3%	-5.3%	-4.5%	-0.4%
26	COC(=O)Cn1c(CN(Cc2ccccc2)Cc2ccccc2)nc2c1c(=O)[nH]c(=O)n2C	1.6%	-0.3%	4.6%	-8.5%	4.0%	0.8%	-6.2%	2.5%
27	Cc1ccc(N2C(=O)c3ccccc3NC2C(C)Cc2ccc3c(c2)OCO3)cc1 (stereo unspecified)	26.4%	u	u	21.2%[1.9 µM]	u	6.8%	-21.7%	-28.1%
28	CCc1ccc(NC(=O)CS(=O)CC(=O)NC(C)CCc2ccco2)cc1 (stereo unspecified)	-18.7%	-14.4%	4.2%	14.9%[10 µM]	0.6%	2.8%	-5.6%	-0.2%
29	COc1ccc(OC)c(C(=O)CSc2nnc(Cc3cccs3)n2CCc2ccccc2)c1	-58.5%[inhibitor]	-32.2%	u	-56.2%[inhibitor]	u	4.9%	-14.7%	-5.0%
30	COc1cc2cc(Br)cc(Br)c2nc1C	-13.5%	-30.4%	u	-1.0%	-5.8%	-7.9%	u	-18.3%

# Down the list, from the results shown:
# ALDH1A1 inh, nos. 23–27: -38.5%, 9.1%, -0.3%, 4.6%, u

# (listing goes on)
item	compound	SMN2 splice enh	HTT aggregate	ALDH1A1 inh	HTT ATP protect	JMJD2E inh	Tau fibril FP	Tau ThT inhib	Tau fluor counter
31	Clc1ccc(Nc2c(-c3cccs3)nc3ccc(Cl)cn23)cc1	-0.9%	x	x	x	x	-5.9%	6.9%	0.5%
32	CC(=O)c1cccc(NC(=O)Nc2ccc(C(=O)N3CCCC3)cc2)c1	-1.8%	u	14.1µM*	-15.4%[10 µM]	1.3%	-14.8%	-17.4%	-12.0%
33	O=C(Nc1ccccc1F)C1CCN(C(=O)Cc2ccccc2)CC1	-3.6%	2.5%	-8.4%	9.6%	-2.9%	-4.4%	-7.1%	-5.6%
34	Cc1cc(C)cc(OCc2ccc(C(=O)Nc3ccccc3F)o2)c1	7.2%	x	x	x	x	0.4%	-12.3%	-9.5%
35	COc1ccc(NS(=O)(=O)c2cccc(-c3nnc4n3CCCCC4)c2)cc1	-3.0%	18.3%	16.9%	5.4%	9.8%	8.8%	2.0%	2.3%
36	COc1ccc(N2C(=S)N=C(Nc3cccc(C)c3)C23CCCCC3)cc1	-11.0%	-24.9%	16.9%	-10.3%[10 µM]	3.5%	1.2%	2.6%	3.6%
37	O=C(COC(=O)C12CC3CC(CC(C3)C1)C2)Nc1nc2c(F)c(F)c(F)cc2s1	-55.2%	-7.8%	-0.2%	7.6%[10 µM]	5.8%	u	3.6%	-16.2%
38	O=C(Cc1nc2ccccc2[nH]1)c1ccc(Br)cc1	u	10.3%	u	-28.1%	-19.0%	-9.6%	u	-12.0%
39	O=C(O)c1cc(NCc2cc(O)ccc2O)ccc1O	11.2%	x	u	-86.3%[inhibitor]	x	-4.3%	u	-26.3%
40	c1ccc(CN2CCC(N3CCN(Cc4ccc5c(c4)OCO5)CC3)CC2)cc1	x	-13.5%[9.22 µM]	x	10.8%	0.6%	-7.6%	-4.4%	-12.3%
41	CCN(CC(=O)NC(c1ccccc1)c1ccccc1)Cc1nc2ccccc2c(=O)[nH]1	-14.7%	11.7%	17.8µM*	-36.0%	2.6%	0.2%	-14.3%	-9.6%
42	COc1ccc(C(=O)/C=C/c2cn(CN3CCN(C)CC3)c3ccccc23)cc1	-54.8%[inhibitor]	-4.3%	u	-30.0%	u	0.3%	12.6µM*	17.8µM*[quencher]
43	Nn1cc(-c2ccccc2)nc1SCC(=O)N1CCN(S(=O)(=O)c2ccc(Cl)cc2)CC1	-6.7%	-11.0%	-7.0%	-5.3%	0.5%	9.6%	-8.1%	-11.9%
44	COCCn1c(SCc2c(F)cccc2Cl)nc2c1c(=O)[nH]c(=O)n2C	9.4%	10.7%	25.1µM*	-14.2%[10 µM]	7.7%	-4.3%	-0.2%	-0.7%
45	O=C(O)c1nn(-c2ccccc2-c2n[nH]c(=O)[nH]c2=O)c(=O)[nH]c1=O	-2.0%[9.22 µM]	4.0%[9.22 µM]	5.9%[13.5 µM]	-11.9%&27.6%[10 µM]	-14.5%	2.5%	u	-15.1%
46	Cc1cccc(NC(=O)C2CCN(c3nnc(-n4c(C)ccc4C)s3)CC2)c1C	7.0%	x	x	x	x	-14.3%	u	-20.5%

# Random excerpt: 2 entries already listed
item	compound	SMN2 splice enh	HTT aggregate	ALDH1A1 inh	HTT ATP protect	JMJD2E inh	Tau fibril FP	Tau ThT inhib	Tau fluor counter
39	O=C(O)c1cc(NCc2cc(O)ccc2O)ccc1O	11.2%	x	u	-86.3%[inhibitor]	x	-4.3%	u	-26.3%
37	O=C(COC(=O)C12CC3CC(CC(C3)C1)C2)Nc1nc2c(F)c(F)c(F)cc2s1	-55.2%	-7.8%	-0.2%	7.6%[10 µM]	5.8%	u	3.6%	-16.2%

# Screens (PubChem)
